# Bioassay records from PubChem BioAssay.
# TEAD-YAP block – TEAD-YAP interaction inhibition. HEK-TIYL cells, TEAD-Gal4/YAP UAS-luciferase luminescence. inhibition, % at 9.12 µM. actives 1.4% (n = 640,000). AID 1259422; in the data active means inhibition above about 32%;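 further: 0% = median of test compound wells and 100% = reference inhibitor wells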
# FBW7 activator – human FBW7 E3 ligase activation, primary screen. normalized activity (activation), % at 26.1 µM. Q969H0. actives 0.13% (n = 650,000). AID 1259310. AlphaScreen FBW7–phospho-cyclin E peptide binding, activator screen; in the data active means normalized activity above about 1.9%;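 further: purified mutant Fbw7 with reduced substrate affinity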
# MITF inh – blocks human microphthalmia-associated transcription factor; O75030; AlphaScreen MITF homodimerization, bead proximity signal; inhibition, % at 2.6 µM; actives 0.91% (n = 650,000); AID 1259374; in the data active means inhibition above about 50%;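 further: 0% = vehicle wells with protein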
# Target sequence (O75030 whole entry, looked up): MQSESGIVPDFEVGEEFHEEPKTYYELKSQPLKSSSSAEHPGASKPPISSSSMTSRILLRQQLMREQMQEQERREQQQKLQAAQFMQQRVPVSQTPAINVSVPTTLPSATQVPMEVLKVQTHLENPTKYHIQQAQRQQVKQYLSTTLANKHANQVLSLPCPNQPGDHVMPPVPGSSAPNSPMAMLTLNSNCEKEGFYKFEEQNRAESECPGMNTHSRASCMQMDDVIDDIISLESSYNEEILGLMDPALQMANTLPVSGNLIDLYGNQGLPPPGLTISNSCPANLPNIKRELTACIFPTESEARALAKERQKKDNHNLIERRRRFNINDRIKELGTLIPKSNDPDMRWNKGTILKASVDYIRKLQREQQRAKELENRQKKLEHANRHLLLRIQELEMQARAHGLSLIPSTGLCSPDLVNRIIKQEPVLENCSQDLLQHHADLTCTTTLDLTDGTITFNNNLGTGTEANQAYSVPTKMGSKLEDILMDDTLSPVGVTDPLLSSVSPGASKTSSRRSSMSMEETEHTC
# GPR151 activ – activators of human GPR151; Q8TDV0; PathHunter beta-arrestin GPR151 cells, luminescence; activation, % at 11.2 µM; actives 1% (n = 650,000); AID 1508602; in the data active means activation above about 4.9%;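 further: 0% = median of compound wells and 100% = cells with positive control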
# Target sequence (Q8TDV0 whole entry, looked up): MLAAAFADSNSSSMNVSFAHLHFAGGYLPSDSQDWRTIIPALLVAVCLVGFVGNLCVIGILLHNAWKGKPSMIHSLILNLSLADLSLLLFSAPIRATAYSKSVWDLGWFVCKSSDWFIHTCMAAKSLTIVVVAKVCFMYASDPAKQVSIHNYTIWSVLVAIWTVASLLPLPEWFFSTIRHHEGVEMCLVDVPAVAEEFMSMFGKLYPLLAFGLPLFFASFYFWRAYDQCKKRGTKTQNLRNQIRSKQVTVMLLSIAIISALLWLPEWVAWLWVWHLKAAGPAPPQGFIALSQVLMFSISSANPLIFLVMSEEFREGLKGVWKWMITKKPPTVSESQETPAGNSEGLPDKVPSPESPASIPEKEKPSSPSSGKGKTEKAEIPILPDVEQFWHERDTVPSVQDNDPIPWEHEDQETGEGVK
# The depositor's hits bear a star; nt = no result given; & = joins results of further samples. Random draw from the library. Share with any hit: about 3.4%.
SMILES,TEAD-YAP block,FBW7 activator,MITF inh,GPR151 activ
Cc1ccc(S(=O)(=O)Nc2cccc(Cl)c2)cc1N,-6.5,-0.4,-8.3,3.3
CC(C)C[C@H]1NC(=O)[C@H]2CN(C(=O)Oc3ccc(Cl)cc3)CCN2C1=O,-7.6,0.1,1.4,1.7
O=C(CC1C(=O)NCCN1Cc1c(F)cccc1Cl)NCCc1cscn1 (stereo not given),-9.4,-0.2,-1.0,1.5
COc1cccc(-c2noc(COc3ccccc3)n2)c1,-23.5,0.3,11.6,-2.2
S=C(NCC(c1cccnc1)N1CCOCC1)Nc1ccccc1 (stereo not given),8.9,0.0,11.0,0.1
Cc1cccc(C(=O)N2CCN(c3ccccc3)CC2)c1,9.0,0.1,1.8,0.2
CCOc1ccc(CNC(=O)c2cn(C)c(=O)c3c2c2ccccc2n3C)cc1,3.2,0.1,-1.6,-0.4
COc1ccc(Nc2nc(N3CCOCC3)nc(C)c2[N+](=O)[O-])cc1,-13.8,0.0,-1.8,0.4
CCOC(=O)c1cc(-c2ccc(OC)c(OC)c2)no1,3.7,-0.1,-5.5,1.8
Cc1ccc(C(=O)O/N=C(\N)Cc2ccc(Cl)cc2)cc1,-15.1,-0.1,-4.5,1.7
Cc1cc2nc(N3CCCN(Cc4sc(N(C)C)nc4Cl)CC3)nc(C)c2cc1C,-7.2,-1.5,-8.2,1.4
O=C(c1cnsc1)N1CCC(c2ncncc2-c2ccncc2)CC1,-1.8,0.0,-16.2,0.0
CCCc1cc(C(=O)Nc2nccs2)cs1,-14.8,-0.3,-1.0,-1.4
C/C(=N/NC(=O)c1ccc(O)cc1)c1ccc(N)cc1,-49.0,0.0,7.4,-0.2
CCN1CCN(C(=O)Cn2nc(Cc3cccnc3)c3ccccc3c2=O)CC1,-7.0,0.0,-3.4,1.1
COc1ccc(-c2noc(CNC(=O)C34CC5CC(CC(C5)C3)C4)n2)cc1,4.1,-0.1,-3.8,-1.0
N#Cc1ccc(NC(=O)C(=O)NCc2cccs2)cc1,-20.2,0.0,1.7,2.7
O=C(NN1C(=O)/C(=C/c2cccc(F)c2)SC1=S)c1cccnc1,8.9,0.1,2.3,0.4
CC(C)Cn1c(SCC(=O)NCc2ccc3c(c2)OCO3)nc(O)cc1=O,-3.7,0.1,-8.2,0.9
COc1ccccc1NC(=O)N(CCCO)Cc1cc2ccc(C)c(C)c2[nH]c1=O,1.4,0.3,1.0,1.1
NC(=S)N=Nc1c(O)[nH]c2ccc(I)cc12,23.6,-0.5,7.8,-1.7
CCOC(=O)C1=C(C)N=c2s/c(=C\c3cc([N+](=O)[O-])ccc3N3CCOCC3)c(=O)n2C1c1cccc(OC)c1 (stereo not given),-3.1,0.1,-1.6,0.0
O=C(Cn1cnc2ccccc21)NNC(=O)c1ccc2ccccc2n1,-2.1,-0.5,2.0,2.5
CC(=O)Nc1cc(Cl)ccc1OS(=O)(=O)c1ccc(C)c(C)c1,7.7,0.0,20.9,1.8
COc1cccc(N2C(=O)CC(N3CCC(C)CC3)C2=O)c1 (stereo not given),0.8,0.1,6.0,-0.2
O=C(Oc1ccc(OC(=O)c2ccco2)c(Cl)c1)c1ccco1,-13.9,-0.1,-1.6,-0.5
CC(=O)Nc1cccc(NC(=O)c2sc3nc(-c4ccccc4)cn3c2C)c1,-73.9,0.2,16.3,-0.4
COc1ccccc1N1CCN(C(=O)COc2cc(C)ccc2C)CC1,-2.5,0.0,-7.2,1.7
CCC(=O)NC(c1nnc2n1CCN(Cc1ccc(C(=O)OC)cc1)CC2)C(C)C (stereo not given),-2.5,0.0,-2.1,-0.6
CCC(C)NS(=O)(=O)c1ccc2[nH]c3c(c2c1)CCCC3 (stereo not given),1.6,-0.1,-1.5,-0.5
O=C(NCc1ccccc1)NC1(C(=O)NC2CCN(Cc3ccccc3)CC2)CCCCC1,6.4,0.1,-2.1,1.3
CCOC(=O)c1oc2ccccc2c1NC(=O)c1cccc(C)c1,1.6,0.0,-5.5,1.3
COc1ccc(CCNc2nc(N3CCc4ccccc4C3)nc3c2ncn3Cc2ccc(C(F)(F)F)cc2)cc1,-6.5,0.2,8.9,-2.0
COc1ccc(CCNC(=O)C(C(=O)c2ccc(F)cc2)n2ccccc2=O)cc1OC (stereo not given),-0.9,0.1,13.9,-0.8
O=C(O)CCC(=O)NCc1cn(-c2ccccc2)nc1-c1cccc(Br)c1,0.5,0.6,8.2,-0.2
S=C(NCCCN1CCOCC1)N/N=C/c1ccc2ncccc2c1,-1.2,0.0,-8.4,0.8
CC(=O)c1sc2nc(-c3ccc(Br)cc3)cn2c1C,-65.2,0.1,-8.1,1.7
NC(=O)c1ncn([C@@H]2O[C@H](CO)[C@@H](O)[C@H]2O)n1,3.6&3.9,0.1&-0.1&-0.1,-8.3&2.5&12.7,2.3&4.1&-0.9
COc1ccccc1NC(=O)C(C)Sc1ccccc1 (stereo not given),-9.0,0.0,2.4,-0.1
O=C(COc1ccc2ccccc2c1)NCc1cccs1,-40.0,-0.1,5.7,-2.0
Cc1cc(NC(=O)COC(=O)CCC(=O)c2ccc(F)cc2)no1,4.7,0.2,9.0,0.2
CCc1cc2c(cc3c(=O)n(CC(=O)NC4CCCC4)ncn32)s1,-19.9,0.0,1.8,1.0
CCCCN(CC)C(=O)c1sc2ncnc(N3CCc4ccccc4C3)c2c1C,-20.7,-0.1,-7.0,0.7
CCCCOc1ccc(OCCNC(C)=O)cc1,-15.6,-0.1,6.0,-0.2
COc1cccc([C@@H]2[C@@H](C)CC[C@H]3C(=O)N(C)C(C(C)C)C(=O)N23)c1 (stereo not given in full),nt,0.2,-8.8,-0.4
CCOC(=O)N1CCC(N2CCN(Cc3cccc(OC)c3)C(CCO)C2)CC1 (stereo not given),12.2,0.0,-0.9,0.3
O=C1Cc2ccccc2C(=O)N1Cc1ccccn1,2.4,-0.4,15.2,0.3
Cc1cccc(Oc2cc(NC(=O)c3cc(-c4ccccc4)nc4ccccc34)cc([N+](=O)[O-])c2)c1,5.0,0.2,0.0,-0.3
CCOc1ccc(S(=O)(=O)Nc2ccc3oc4c(c3c2)C(=O)CC(C)(C)C4)cc1,1.4,0.0,-8.4,1.5
Cc1ccc(C)c(OCC(O)Cn2c(C3CC(=O)N(Cc4ccccc4)C3)nc3ccccc32)c1 (stereo not given),-0.7,0.1,6.1,-1.1
# Continued.
SMILES,TEAD-YAP block,FBW7 activator,MITF inh,GPR151 activ
Cc1cc(Cl)ccc1N=Cc1nc(-c2ccccc2F)oc1O,-1.9,0.0,7.6,1.3
CC(C)(C)c1ccc(-c2csc(NC(=O)c3ccc(Cl)s3)n2)cc1,-2.4,0.1,-10.5,-1.8
CC1(c2ccccc2)NC(=O)N(CCOc2ccc(Br)cc2)C1=O (stereo not given),4.3,0.2,-9.6,0.0
Cc1cccc(-n2nc3c(c2NC(=O)C(C)(C)C)CS(=O)(=O)C3)c1C,-1.7,0.1,-0.4,2.0
O=C(NCc1ccc(Cl)cc1)C1CCC(CNc2nc(=S)[nH]c3ccccc23)CC1 (stereo not given),7.5,0.3,9.1,-2.2
O=C1C(=O)N(c2nc3ccc(Br)cc3s2)C(c2ccc(F)cc2)/C1=C(\O)c1ccccc1 (stereo not given),7.8,-0.2,6.5,0.9
CCOc1ccc(-n2c(C)cn3c4c(=O)n(CC)c(=O)n(C)c4nc23)cc1,2.7,-0.2,7.9,-0.4
O=C(COC(=O)c1ccc(N2C(=O)C3C4C=CC(C4)C3C2=O)cc1)c1ccccc1 (stereo not given),3.5,0.0,-7.1,0.6
CSc1cccc(CN2CCN(C)C(CCO)C2)c1 (stereo not given),-1.2,-0.1,5.6,-0.9
COc1ccc2nc(N3CCC(NCCc4cccs4)CC3)nc(C)c2c1,1.9,0.6,21.4,-1.3
Cc1cccc(N2CCN(C(=O)CCC3=NS(=O)(=O)c4ccccc4N3)CC2)c1C,14.2,-0.1,-4.9,-0.4
CCOC(=O)CSc1nnc(CNC(=O)c2cccc(F)c2)n1C,-4.0,0.2,13.8,2.3
Cc1ccc(N2C(c3ccc(Br)cc3)Oc3ccc4ccccc4c3C2c2ccc(Br)cc2)cc1 (stereo not given),-0.5,0.0,-2.3,1.0
O=C(CCC(=O)Nc1ccc(S(=O)(=O)N2CCCCCC2)cc1)Nc1ccc(S(=O)(=O)N2CCCCCC2)cc1,-3.7,0.8,-7.3,-0.1
Cc1ccc(-c2cnc3ccc(N[C@H](CO)C(C)C)nn23)cc1,16.6,0.0,-13.6,1.7
COc1ccccc1NC(=O)Cn1ncc2c1-c1ccccc1OC2,-4.2,0.0,-4.5,0.3
Cc1occc1C(=O)N/N=C/C=C\c1ccccc1[N+](=O)[O-],-56.9,-0.1,-1.6,0.0
OC(CNCCNCC(O)COc1ccccc1)COc1ccccc1 (stereo not given),6.7,0.1,18.9,-1.2
COc1ccc(S(=O)(=O)CCC(=O)Nc2c(F)cccc2F)cc1,-7.0,-0.1,0.2,-1.4
COCCCNCCOCCOc1cc(C)cc(C)c1,9.8,0.1,48.9,-1.0

# Seven entries from above, tab-delimited.
SMILES	TEAD-YAP block	FBW7 activator	MITF inh	GPR151 activ
C/C(=N/NC(=O)c1ccc(O)cc1)c1ccc(N)cc1	-49.0	0.0	7.4	-0.2
CCN1CCN(C(=O)Cn2nc(Cc3cccnc3)c3ccccc3c2=O)CC1	-7.0	0.0	-3.4	1.1
COc1ccc(-c2noc(CNC(=O)C34CC5CC(CC(C5)C3)C4)n2)cc1	4.1	-0.1	-3.8	-1.0
N#Cc1ccc(NC(=O)C(=O)NCc2cccs2)cc1	-20.2	0.0	1.7	2.7
O=C(NN1C(=O)/C(=C/c2cccc(F)c2)SC1=S)c1cccnc1	8.9	0.1	2.3	0.4
CC(C)Cn1c(SCC(=O)NCc2ccc3c(c2)OCO3)nc(O)cc1=O	-3.7	0.1	-8.2	0.9
COc1ccccc1NC(=O)N(CCCO)Cc1cc2ccc(C)c(C)c2[nH]c1=O	1.4	0.3	1.0	1.1

# Further structures follow:
SMILES,TEAD-YAP block,FBW7 activator,MITF inh,GPR151 activ
CCOC(=O)CN1C=C(c2ccc3ccccc3n2)C(C[N+](=O)[O-])c2ccccc21 (stereo not given),-28.2,0.1,2.4,-0.7
O=C(COC(=O)c1cc(S(=O)(=O)N2CCOCC2)ccc1F)NC1CCCCC1,2.3,0.3,19.2,-0.5
Cc1cccc(NC(=O)C2CCN(S(C)(=O)=O)CC2)c1C,0.0,-0.1,5.9,0.7
O=C1C=C(c2cccs2)C[C@H](c2ccccc2)[C@H]1n1cnc([N+](=O)[O-])n1,-0.6,-0.1,-10.2,-0.2
COc1ccc(NC(=O)CSc2nc(N3CCCCC3)nc(N3CCCCC3)n2)cc1,-30.1,-0.4,13.2,1.5
Cc1ccccc1Cn1c(C)c(CNCCCN2CCCC2=O)c(C(=O)O)c1C,-4.6,-0.1,0.1,-0.9
COCCCNc1ncnc2sc(C)cc12,17.4,-0.1,-1.2,1.5
c1cncc(CN2CCN(Cc3cccnc3)CC2)c1,9.1,0.1,60.1*,-0.3
Cc1cccc(N2CC(O)=C(c3ccccc3)C2=N)c1,-3.0,0.0,-7.2,0.5
Cc1ccccc1-n1c(O)c(C=Nc2ccccc2F)c(=O)[nH]c1=O,0.9,0.0,-0.5,4.2

# Sorted by molecular weight (rising): part of the list above.
SMILES,TEAD-YAP block,FBW7 activator,MITF inh,GPR151 activ
O=C1C=C(c2cccs2)C[C@H](c2ccccc2)[C@H]1n1cnc([N+](=O)[O-])n1,-0.6,-0.1,-10.2,-0.2
Cc1ccccc1Cn1c(C)c(CNCCCN2CCCC2=O)c(C(=O)O)c1C,-4.6,-0.1,0.1,-0.9
CCOC(=O)CN1C=C(c2ccc3ccccc3n2)C(C[N+](=O)[O-])c2ccccc21 (stereo not given),-28.2,0.1,2.4,-0.7

# Continuation:
SMILES,TEAD-YAP block,FBW7 activator,MITF inh,GPR151 activ
CCNc1nc(NCc2ccccc2)c2ncn(-c3ccccc3)c2n1,-11.7,-0.2,-5.6,-2.3
COc1cc(CNc2nc3ccccc3n2C)cc(OC)c1O,3.6,0.0,0.0,1.8
CN(C)c1ccc(CN2CCCC2)cc1,-1.8,-0.2,45.8,1.1
O=C(NCC(c1cccnc1)N1CCN(c2ccccc2)CC1)c1ccc([N+](=O)[O-])cc1 (stereo not given),3.3,0.0,5.3,-1.1
CCOC(=O)N1CCN(c2nc(Cc3ccccc3)nc3sc4c(c23)CCCC4)CC1,0.3,0.0,11.7,1.1
C#CCSc1nsc(NC(=O)Nc2cccc(F)c2)n1,35.5*,0.1,0.7,7.1*
O=C(Cn1c(=O)c2cccn2c2ccccc21)N1CCOCC1,2.4,0.6,-3.2,-1.3
COCCCNC(=S)N(CCN(C)C)Cc1cc2cc(OC)ccc2[nH]c1=O,-33.1,-0.1,-5.1,-0.5
Cc1nc2n(n1)C(O)c1cc([N+](=O)[O-])ccc1S2 (stereo not given),8.3,-0.1,6.8,1.8
O=S(=O)(c1ccc(Cl)cc1)N1CCN(Cc2ccc(O)c3ncccc23)CC1,66.2*,-0.6,3.8,2.2
COc1ccc(OC(=O)c2cc3cc([N+](=O)[O-])ccc3oc2=O)cc1,2.2,0.0,-0.6,0.1
COC(=O)c1ccc(NC(=O)c2cc(OC)c(OC)c(OC)c2)cc1,59.4*,0.0,-7.7,0.7
COc1ccc(CN2C[C@@H]3C[C@@H](c4cc5ccccc5o4)N4CCC[C@@]34C2=O)cc1,76.7*,-0.2,-7.3,-0.4
COCCCNC(=O)Cc1c(C(=O)O)n(C)c2ccccc12,4.5,0.5,13.5,-2.1
COc1ccnc(N2CCN(CC3=NS(=O)(=O)c4ccccc4N3)CC2)n1,0.1,0.1,-11.2,-1.2
CC1CN/C(=C/C(=O)CCc2ccccc2)C(=O)N1 (stereo not given),-68.4,0.0,-0.8,-1.2
